# Nrf2 activator – qHTS of Nrf2 Activators | AID 624171, 2012 | actives 0.31% (n = 410,000) | Potency, µM (highest dose often 46.1 µM), for inactives: at the top dose activation, actives largely listed as activators | AREc32 ARE-luciferase reporter (MCF7-derived line), luminescence, 24 h; also: % of control where 0% means no effect; nearly all actives have a fitted effect of over 65% in size
#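 ARE activation measured as luciferase luminescence (Steady-Glo, 30 min RT) in AREc32_Fluc cells after 24 hr compound exposure at 37 deg C, 5% CO2; cells seeded overnight at 1000/well in OPTI-MEM, 5% FBS.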
# ATXN2 expr inh – Primary qHTS for Inhibitors of ATXN expression. actives 0.72% (n = 360,000). HEK-293 ATXN2-luciferase reporter, luminescence, 24 h. Potency, µM (highest dose often 57 µM), inactives show at the highest dose activity change, negative = inhibition, hits mostly inhibitors; also: % is scaled to controls: 0 for no effect and ±100 for the full control effect; nearly all actives have a fitted effect of over 55% in size
#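 qHTS (up to 57 uM final) was run with 24 h compound exposure of reporter cells at 37 °C. Each well was multiplexed: SteadyGlo luminescence measured ATXN2-luciferase expression after a fluorogenic Gly-Phe-AFC viability readout (25 uM final).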
# HepG2 viability – qHTS for Inhibitors of TGF-b: Cytotox Counterscreen; actives 0.76% (n = 410,000); Potency, µM (titrated, usually from 46.1 µM), for the others: top-dose activity change, negative = cytotoxicity, hits mostly cytotoxic; HepG2 CAGA-GFP viability, ATP luminescence, 18 h; also: some results filed as inactive show a strong effect at the top dose
#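 CellTiter-Glo luminescence gave cytotoxicity after 18 hours at 37 degrees C. The cells were HepG2 CAGA-GFP in 1% FBS DMEM, stimulated with 500 pg/mL TGF-beta after compound addition. %Activity was normalised to no-cell wells (complete cell-killing) and DMSO (no toxicity), and curves were fitted and classified.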
# MCF10A rereplic – A quantitative high throughput screen for small molecules that induce DNA re-replication in MCF 10a normal breast cells | MCF 10A DNA re-replication, Hoechst nuclear intensity, 48 h | actives 2.9% (n = 350,000) | AID 624296, 2012 | Potency, µM (titrated, usually from 46.1 µM), without a hit: at the highest dose activity, positive = re-replication, hits mostly activators; also: % of control where 0% means no effect; nearly all actives have a fitted effect of over 50% in size
# EPAC2 antag – qHTS for Antagonist of cAMP-regulated guanine nucleotide exchange factor 2 (EPAC2): primary screen. Rap guanine nucleotide exchange factor 4 (Homo sapiens), Q8WZA2. EPAC2 GEF exchange of Rap1B-BODIPY-GDP, fluorescence. Potency, µM (doses to about 114 µM), inactives show at the highest dose activity, negative = inhibition, usual class: inhibitors. actives 0.18% (n = 360,000). AID 720708, 2013; also: % is scaled to controls: 0 for no effect and ±100 for the full control effect; nearly all actives have a fitted effect of over 45% in size; many of its hits are not listed in these tables
# Target sequence (Q8WZA2 whole entry, looked up): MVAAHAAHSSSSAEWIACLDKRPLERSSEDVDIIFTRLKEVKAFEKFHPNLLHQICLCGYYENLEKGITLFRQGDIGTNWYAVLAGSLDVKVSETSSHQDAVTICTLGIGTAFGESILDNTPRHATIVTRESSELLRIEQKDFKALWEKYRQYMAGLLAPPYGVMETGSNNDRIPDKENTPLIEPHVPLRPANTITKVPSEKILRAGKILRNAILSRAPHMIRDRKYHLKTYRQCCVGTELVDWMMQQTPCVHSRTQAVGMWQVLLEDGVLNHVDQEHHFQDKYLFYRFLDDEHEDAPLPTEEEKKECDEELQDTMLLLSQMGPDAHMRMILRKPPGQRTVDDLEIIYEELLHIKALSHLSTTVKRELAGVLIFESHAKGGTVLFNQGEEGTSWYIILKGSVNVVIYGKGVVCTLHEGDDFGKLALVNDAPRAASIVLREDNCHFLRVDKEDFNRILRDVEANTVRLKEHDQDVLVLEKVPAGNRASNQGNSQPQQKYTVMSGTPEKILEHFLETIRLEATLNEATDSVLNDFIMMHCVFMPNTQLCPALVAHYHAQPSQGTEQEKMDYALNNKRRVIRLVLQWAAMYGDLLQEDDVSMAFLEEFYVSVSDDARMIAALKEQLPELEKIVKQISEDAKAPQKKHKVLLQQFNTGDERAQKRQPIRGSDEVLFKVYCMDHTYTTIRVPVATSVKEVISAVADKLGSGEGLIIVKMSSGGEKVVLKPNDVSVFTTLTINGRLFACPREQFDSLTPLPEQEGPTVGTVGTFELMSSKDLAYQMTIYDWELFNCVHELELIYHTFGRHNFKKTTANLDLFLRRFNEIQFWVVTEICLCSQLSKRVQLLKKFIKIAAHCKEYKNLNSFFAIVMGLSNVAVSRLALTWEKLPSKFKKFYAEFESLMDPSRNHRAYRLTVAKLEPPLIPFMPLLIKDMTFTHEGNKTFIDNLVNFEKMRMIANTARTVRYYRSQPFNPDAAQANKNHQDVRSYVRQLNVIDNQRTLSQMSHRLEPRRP
# Nrf2 inh – Nrf2 qHTS screen for inhibitors | A549 ARE-Fluc reporter, luciferase luminescence, 18-24 h | Potency, µM (doses to about 46 µM), for the others: at the highest dose activity change, negative = inhibition, hits mostly inhibitors | actives 2.1% (n = 360,000) | AID 504444, 2011; also: % is scaled to controls: 0 for no effect and ±100 for the full control effect; nearly all actives have a fitted effect of over 60% in size
#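 Quantitative HTS in A549 cells stably bearing an antioxidant response element-firefly luciferase construct. Inhibition of Nrf2-driven transcription was scored by luminescence after 18-24 h of compound exposure at 37 °C.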
# TGFb SMAD3 inh – qHTS for Inhibitors of TGF-b. HepG2 CAGA-GFP TGF-b/SMAD3 reporter, GFP fluorescence, 18 h; TGF-beta stimulated, 500 pg/mL final. Potency, µM (series often up to 46.1 µM), for the others: at the top dose activity, negative = inhibition, most hits filed as inhibitors. actives 1.2% (n = 410,000). AID 588855, 2011; also: % is scaled to controls: 0 for no effect and ±100 for the full control effect; nearly all actives have a fitted effect of over 65% in size
#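 GFP signal (ex488/em500-530) from TGF-beta-stimulated HEPG2 CAGA-GFP cells, 500 pg/mL final, 18 h at 37 degrees C in DMEM plus 1% FBS, normalized to unstimulated and DMSO-stimulated controls.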
# ATXN viability – Viability Counterscreen for Primary qHTS for Inhibitors of ATXN expression. actives 0.49% (n = 400,000). AID 651635, 2014. S2 cells (HEK-293 line with an ATXN2-luciferase reporter) viability, CellTiter-Fluor protease fluorescence, 24 h. Potency, µM (doses to about 56.7 µM), actives largely listed as cytotoxic; also: nearly all actives have a fitted effect of over 40% in size
# A549 tox – Nrf2 qHTS screen for inhibitors: counterscreen for cytotoxicity; actives 0.16% (n = 390,000); AID 504648, 2011; A549 ARE-Fluc cells, CellTiter-Fluor viability, 18-24 h; Potency, µM (highest dose often 46 µM), for the others: at the top dose activity change, negative = cytotoxicity, most hits filed as inhibitors; also: % is scaled to controls: 0 for no effect and ±100 for the full control effect
#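 A549 ARE-Fluc cells in 5% FBS OPTI-MEM, 5000 cells/well, rested 2 h then exposed to compounds in concentration-response for 18-24 h at 37 °C. Viability by CellTiter-Fluor fluorescence (Ex 405/Em 525) after 30 min; luciferase luminescence (BugLite, 15 min, RT) read afterwards.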
# * = called active by the depositor; i = inactive; ? = inconclusive; . = no result given; & = joins results of further samples; [ ] = remark or other dose. Calls follow the shape of the dose curve; as a rule, active = well fitted curve in the direction sought with a large enough effect; inconclusive = small, poorly fitted or top-dose-only effect, or another doubt; inactive = no such curve, though single readings can be large; an effect the other way counts as inactive or inconclusive. Potency is read from the fitted curve at half-maximal effect. An excerpt; count on the stated rates, not on these rows.
compound	ATXN2 expr inh	ATXN viability	A549 tox	HepG2 viability	EPAC2 antag	Nrf2 activator	Nrf2 inh	TGFb SMAD3 inh	MCF10A rereplic
COc1ccc(/C=C/C(=O)NNC(=O)c2cc(C)oc2C)cc1	-8%	i	1%	22%	-14%	-0.1%	2%	3%	0%
CC(=O)N1CCC(=NNc2ccc(S(N)(=O)=O)cc2[N+](=O)[O-])CC1	11%	i	0%	-19%	0%	0.3%	4%	-20%	-3%
CN1C(=O)[C@@H]2[C@H](C1=O)[C@@H]1C(=O)Nc3ccccc3C(=O)N1[C@@H]2c1ccc(Br)cc1	1%	i	-3%	7%	12%	-0.8%	6%	12%	-1%
Fc1ccc(-n2ncc3c(N4CCN(c5ccccc5F)CC4)ncnc32)cc1	12%	i	3%	-7%	.	-0.4%	.	10%	.
Cc1ccccc1NC(=O)NC1(C(=O)N2CCCC2)CCCCC1	-3%	i	2%	18%	9%	-0.1%	26%	-7%	-2%
N#Cc1ccccc1OCC(=O)NCc1ccccc1CN1CCCC1	-11%	i	4%	-5%	0%	-0.4%	6%	-29%	8%
CCOC(=O)C1CCN(C(=O)CN2C(=O)CSc3ccc(S(=O)(=O)N4CCOCC4)cc32)CC1	0%	i	-11%	5%	-14%	-0.2%	1%	4%	1%
CC12CCC(=O)N1C(C(=O)Nc1ccc(Cl)c(Cl)c1)CS2 (stereo not drawn)	-23%	i	15%	-15%	-4%	0.1%	-10%	-16%	12%
Cc1nn(-c2ccccc2)c(Cl)c1/C=C1/C(=N)N2N=C(C(C)C)SC2=NC1=O	-8%	i	0%	5%	14%	?	-4%	13%	10%
CCOC(=O)C1CCN(C(=O)CSCc2nc(-c3ccc(OCC)cc3)oc2C)CC1	5%	i	8%	-21%	-7%	1.5%	22%	-20%	57%
CCCn1c(N)c(C(=O)CN(C)CC(=O)Nc2ccc(F)cc2)c(=O)[nH]c1=O	-10%	i	0%	-19%	-2%	-0.5%	-3%	4%	6%
CN(CCCC(=O)Nc1ccc(Br)cc1F)S(=O)(=O)c1ccccc1	.	?	1%	-24%	-1%	0.7%	?	?	-6%
COc1ccc(-c2csc3nc(-c4ccccc4C)oc(=O)c23)cc1OC	-5%	i	2%	-1%	.	-0.2%	5%	-3%	.
CC(C)(C)NC(=O)COC(=O)c1ccc(F)cc1Cl	4%	i	2%	2%	3%	-0.8%	1%	6%	10%
CCOC(=O)c1ccc(NC(=O)CCc2nnc3ccc(N4CCN(C)CC4)nn23)cc1	-6%	i	3%	-12%	-1%	-0.1%	?	0%	?
COc1ccc(OC)c(NC(=O)c2c(NCc3ccc(N(C)C)cc3)sc3c2CCCC3)c1	?	22µM*	?	-51%	.	6.8%	.	0%	.
O=C(Nc1ccc(SC(F)F)cc1)c1cc(-c2ccncc2)nc2ccccc12	?	?	-8%	2%	4%	-0.5%	3%	-28%	?
O=C1CC(N2CCC(O)(c3ccc(Br)cc3)CC2)C(=O)N1c1ccc(Cl)cc1 (stereo not drawn)	-7%	i	9%	-3%	-6%	3.5%	11%	-25%	21%
CCOC(=O)c1ccc2ncc(C(=O)OCC)c(Nc3ccc(N4CCOCC4)cc3)c2c1	22µM*	?	-16%	-32%	10%	0.6%	-6%	?	13%
CC(C)Cc1nnc(NC(=O)CCC(=O)N2CCCCC2)s1	.	i	-3%	-6%	2%	0.0%	-4%	19%	12%
Cc1sc2ncnc(SCC(=O)Nc3ccc(CN4CCCC4)cc3)c2c1C	-23%	?	-2%	-29%	-4%	4.7%	13%	15%	-17%
Nc1c(-c2cccc(Cl)c2)cnn1-c1cccc([N+](=O)[O-])c1	22%	i	3%	-20%	-10%	1.8%	?	-7%	9%
CN1CCCC(OC(=O)c2cc(Br)ccc2Cl)C1 (stereo not drawn)	3%	i	0%	1%	7%	-0.1%	-5%	10%	-3%
Cc1ccc(C)c(OCCC(=O)NNC(=O)c2ccccc2F)c1	-3%	i	0%	8%	0%	0.2%	4%	-9%	-9%
CC1CCCCN1CCNC(=O)c1cc2c(-c3ccccc3F)nn(C)c2s1 (stereo not drawn)	-16%	?	-12%	-27%	14%	8.4%	10%	14%	?
Cc1cn2c(=O)c(S(=O)(=O)NCc3ccc(F)cc3)c(C)nc2s1	.	.	1%	0%	.	-0.7%	5%	8%	.
COc1cc(NC(=O)C(CCS(C)(=O)=O)N2Cc3ccccc3C2=O)cc(OC)c1OC (stereo not drawn)	.	.	0%	-4%	.	-0.8%	4%	-2%	.
CCc1ccc(C(=O)COC(=O)c2cc([N+](=O)[O-])ccc2NCCO)cc1	-23%	i	15µM*	-5%	-16%	3.1%	7.3µM*	-5%	12%
CC1CC(C)CN(CCCNS(=O)(=O)c2cc(Br)cc3c2N(C(=O)C2CC2)CC3)C1 (stereo not drawn)	-16%	i	2%	4µM*	-3%	-0.4%	12%	11%	26%
CCOC(=O)c1c(C)[nH]c(CCC(=O)Nc2ccc(Cl)cc2C)c1C	.	.	12%	2%	.	0.5%	.	0%	.

# Exported as labelled records: part of the list above.
Molecule: O=C(Nc1ccc(SC(F)F)cc1)c1cc(-c2ccncc2)nc2ccccc12
  ATXN2 expr inh = ?
  ATXN viability = ?
  A549 tox = -8%
  HepG2 viability = 2%
  EPAC2 antag = 4%
  Nrf2 activator = -0.5%
  Nrf2 inh = 3%
  TGFb SMAD3 inh = -28%
  MCF10A rereplic = ?
Molecule: O=C1CC(N2CCC(O)(c3ccc(Br)cc3)CC2)C(=O)N1c1ccc(Cl)cc1 (stereo not drawn)
  ATXN2 expr inh = -7%
  ATXN viability = i
  A549 tox = 9%
  HepG2 viability = -3%
  EPAC2 antag = -6%
  Nrf2 activator = 3.5%
  Nrf2 inh = 11%
  TGFb SMAD3 inh = -25%
  MCF10A rereplic = 21%

# Going on with the list.
compound	ATXN2 expr inh	ATXN viability	A549 tox	HepG2 viability	EPAC2 antag	Nrf2 activator	Nrf2 inh	TGFb SMAD3 inh	MCF10A rereplic
CCOC(=O)CSc1cc(-c2ccccc2)nc2ncnn12	-29%	?	-6%	-49%	12%	?	1%	-25%	2.3µM*
CCC(C)(C(=O)NC1CCCCC1)N(C(=O)C1CCC(=O)N1)c1ccc(C)cc1 (stereo not drawn)	-1%	i	-2%	-7%	1%	-0.1%	6%	-2%	-1%
COc1ccc(S(=O)(=O)NCc2ccccn2)cc1Br	5%	i	7%	-5%	2%	-0.4%[9.22 µM]	-3%	12%	-11%
COc1cc(OC)c(NC(=O)c2ccc(-n3cnc4cccnc43)cc2)cc1Cl	?	i	5%	-10%	.	-1.4%	?	19%	.
CCOC(=O)CNC(=O)CSc1nnc(NC(=O)c2ccc(S(=O)(=O)N3CCOCC3)cc2)s1	8%	i	-17%	-2%	11%	-0.3%	9%	-4%	1%
CCc1ccc(NC(=O)Cn2c(=O)n(Cc3ccco3)c(=O)c3oc4ccccc4c32)cc1	0%	i	2%	-3%	.	-0.7%	23%	0%	.
CCc1cccc(C)c1NC(=O)CSc1ncn[nH]1	4%	i	0%	-5%	1%	-0.5%	-12%	-2%	-24%
O=C(Nc1cc2c3c(c1)C1CCCC1CN3CC1CCCC21)c1ccccc1 (stereo not drawn)	0%	i	-14%	-3%	-5%	1.7%	-8%	-38%	?
O=C(Nc1ccccc1N1CCCCC1)c1ccc(N2C(=O)c3ccccc3C2=O)cc1	-1%	i	1%	8%	-9%	-0.2%	-23%	-1%	-186%[0.0737 µM]
CCCC(=O)OC/C(O)=C(\C#N)c1nc2ccccc2[nH]1	?	?	-5%	-7%	3%	?	2%	-12%	-6%
Cn1cc(C(=O)N/N=C/c2ccc([N+](=O)[O-])cc2)c2ccccc21	-20%	i	-2%	-9%	5%	-0.5%	-24%	0%	-11%
CCCNC(=O)/C(=C/c1cn(S(=O)(=O)N(C)C)c2ccccc12)NC(=O)c1ccc(OC)cc1	2%[11.3 µM]	?	-13%	-1%	0%	0.0%	-20%	0%	6%
CC(C)CCNC(=O)CCCOc1cc(=O)n(C)c2ccccc12	49%[activator]	i	-1%	-20%	-2%	13%	?	-3%	?
COc1cc2nc(N3CCN(c4cc(C)ccc4C)CC3)nc(N)c2cc1OC	?	.	-5%	11µM*	-6%	-2.2%	-16%	?	6.5µM*
CCOc1ccccc1NS(=O)(=O)c1ccc2[nH]c(=O)ccc2c1	1%	i	8%	-19%	-10%	4.5%	-22%	-9%	4%
CCc1noc(C)c1C(=O)OCC(=O)N1CCc2ccccc21	.	i	14%	-28%	22%	0.3%	15%	-11%	0%
CCOC(=O)c1c(C)[nH]c(C(=O)COC(=O)CNC(=O)C2CCCCC2)c1C	-5%	i	1%	-3%	5%	-0.3%	7%	-1%	-2%
COc1ccc(C(OC(=O)c2ccco2)C(=O)NC2CCCC2)cc1 (stereo not drawn)	-6%	i	-3%	0%	9%	-0.2%	-8%	0%	-2%
CCOC(=O)N1CCN(C(=O)C2CCCN(S(=O)(=O)c3cc(C)ccc3OC)C2)CC1 (stereo not drawn)	-6%	i	-3%	4%	6%	-0.1%	?	4%	-1%
Cc1cccc(C(=O)N(Cc2nc3ccccc3c(=O)[nH]2)C2CCCC2)c1	-34%	?	-6%	-7%	1%	-0.2%	?	?	?
CC(=O)[C@@]1(O)CC[C@H]2[C@@H]3C[C@H](C)C4=CC(=O)CC[C@]4(C)[C@H]3CC[C@@]21C	-6%&-11%	i	1%	-65%	-22%	-0.2%	-21%	-12%	1%&1%
COc1ccc2cc(C(C)C(=O)N3CCC(C)CC3)ccc2c1 (stereo not drawn)	-24%	i	-10%	-1%	?	-0.8%	-17%	-24%	?
O=C(Cn1cc2c(n1)CCCC2)NCc1ccccn1	-4%	i	15%	-25%	10%	-0.5%	-1%	-2%	10%
Cc1ccc(NC(=O)CSc2nnc(C3CC3)n2CC2CCCO2)c(C)c1 (stereo not drawn)	-6%	i	1%	-5%	-2%	-0.2%	18%	0%	-8%
CCCN1CCN(C(=O)C2CCCN(c3ncnc4c3nc3n4CCCCC3)C2)CC1 (stereo not drawn)	6%	i	1%	0%	12%	0.3%	9%	0%	7%

# Assay outcomes from PubChem BioAssay.
